Screening results (PubChem)
Rac1 GTP hydrolysis: MgcRacGAP GTPase-activating activity inhibitors, confirmation, biochemical, ADP Hunter fluorescence. MgcRacGAP-stimulated Rac1 GTP hydrolysis, ADP Hunter fluorescence; higher % means a stronger effect; GST-tagged Rac1 F28L mutant substrate. inhibition, % at 30 µM; hits with a dose series show IC50 in µM. actives 0.6% (n = 340,000). AID 624330;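 active = first-screen hits whose inhibition reached a set limit at any dose in the follow-up dose series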;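 also: fluorescence reports GDP produced by GAP-driven GTP hydrolysis; strong numbers were not always called active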
Myeloid diff 2: compounds promoting myeloid differentiation. ER-HoxA9 myeloid progenitors, lysozyme-GFP differentiation, flow cytometry. calls only at 10 µM. actives 1% (n = 360,000);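 active = normalized GFP-positive differentiation at or above the plate's own cutoff, the solvent-only control mean plus 3 SD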;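 also: cells exposed to compound for four days before flow analysis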
NTR1 agonist: agonists of NTR1, primary screen, imaging, U2OS cells, beta-arrestin-GFP, high content (AID 493036); actives 0.17% (n = 330,000); activation, % at 20 µM; NTR1-U2OS beta-arrestin-GFP spot imaging, agonist mode; P30989;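 active = activation at or above 40% of the spot to cytoplasm intensity ratio, with at least 20 cells analyzed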;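 also: 0% = DMSO without peptide and 100% = 100 nM NTR1 peptide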
Target sequence (P30989 whole entry, looked up): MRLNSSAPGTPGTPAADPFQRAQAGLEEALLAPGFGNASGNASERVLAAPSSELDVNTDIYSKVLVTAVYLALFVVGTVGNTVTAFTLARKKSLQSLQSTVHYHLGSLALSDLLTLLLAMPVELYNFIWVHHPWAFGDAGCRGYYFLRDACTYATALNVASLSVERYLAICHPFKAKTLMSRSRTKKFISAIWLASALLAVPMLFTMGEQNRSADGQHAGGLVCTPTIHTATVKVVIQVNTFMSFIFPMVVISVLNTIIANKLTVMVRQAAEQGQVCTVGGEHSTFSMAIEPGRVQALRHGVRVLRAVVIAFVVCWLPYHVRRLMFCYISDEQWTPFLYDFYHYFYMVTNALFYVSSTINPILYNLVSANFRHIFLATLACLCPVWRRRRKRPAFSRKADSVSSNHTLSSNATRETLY
NTR1 agonist cell count 20 µM: also measured in NTR1 agonist; calls as there; cell count; measured here: cell count, cytotoxicity flag
Myeloid diff 2 GFP+ MAC1+ %: further read-out of Myeloid diff 2, marked with its call; GFP+ MAC1+ double positive, %; measured here: differentiation confirmed by MAC1 staining
Numbers without * were called inactive; i = inactive. These rows are one share of the data; count on the stated rates, not on these rows.

SMILES | Rac1 GTP hydrolysis | Myeloid diff 2 | Myeloid diff 2 GFP+ MAC1+ % | NTR1 agonist | NTR1 agonist cell count 20 µM
O=C(COc1ccc(-n2cnnn2)cc1)Nc1ccc(F)c(F)c1F | -2% | i | 0.3 | -2.4 | 101
CCCNC(=O)C(Cc1ccccc1)NC(=O)c1cccc([N+](=O)[O-])c1 (stereo not drawn) | 12% | i | 2.8 | -0.1 | 65
CON(C)C(=O)CC(CNC(=O)OC(C)(C)C)c1ccc(Cl)cc1 (stereo not drawn) | 2% | i | 1.4 | -1.9 | 61
O=C(NNC(=O)c1cccc(S(=O)(=O)N2CCCCC2)c1)c1ccccc1 | 5% | i | 0.3 | -0.7 | 47
CCN(C[C@H]1N[C@@](C)(C(=O)OC)[C@H]2C(=O)N(C)C(=O)[C@@H]12)C(=O)COc1ccccc1 | 2% | i | 2.0 | -1.1 | 56
Nc1c(C(=O)OCC(=O)Nc2ccccc2Br)[nH]c(=O)[nH]c1=O | 4% | i | 1.5 | -1.3 | 57
Cc1cccc(-c2c3c(=O)n(C)c(=O)n(C)c3cn2-c2ccc(O)cc2)c1 | 11% | i | 1.6 | 5.9 | 71
Cc1ccc(S(=O)(=O)NCC(=O)OCC(=O)N2CC(C)OC(C)C2)cc1 (stereo not drawn) | 5% | i | 0.9 | 0.8 | 49
CS(=O)(=O)Nc1ccc(C(=O)CSc2nnc(C3CC3)n2C2CC2)cc1 | 10% | i | 0.2 | 0.1 | 65
CCN(c1ccccc1)S(=O)(=O)c1ccc(Cl)c(C(=O)N2CCCC2)c1 | 5% | i | 0.2 | -1.0 | 64
CCN(C[C@H]1N[C@@](CC)(C(=O)OC)[C@H]2C(=O)N(Cc3ccccc3)C(=O)[C@@H]12)C(=O)c1ccc(C)cc1 | 4% | i | 2.5 | 0.6 | 51
O=C(Nc1cccc(F)c1)c1cc(-c2ccco2)nc2ccccc12 | 4% | i | 0.5 | -0.3 | 43
COc1ccc(NC(=O)N(C)C[C@H]2Oc3c(NC(=O)NC4CCCCC4)cccc3C(=O)N([C@H](C)CO)C[C@@H]2C)cc1 | 4% | i | 3.3 | -0.8 | 64
COc1cccc(NC(=O)CN(C)C(=O)[C@@H]2CCCN2C(=O)c2cccs2)c1 | 9% | i | 0.5 | -0.4 | 57
c1cncc(-c2ccc3[nH]ccc3c2)c1 | 8% | i | 3.9 | -0.5 | 52
C[C@H](CO)N1C[C@H](C)[C@@H](CN(C)S(=O)(=O)c2cn(C)cn2)Oc2ccc(NS(=O)(=O)c3ccccc3)cc2C1=O | 6% | i | 1.9 | -0.7 | 59
Cc1ccc(S(=O)(=O)N2CCN(C(=O)c3n[nH]c4ccccc34)CC2)cc1 | 8% | i | 1.0 | -0.3 | 61
COC(=O)[C@]1(C)N[C@H](CN(C)S(=O)(=O)c2ccccc2)[C@@H]2C(=O)N(Cc3ccccc3)C(=O)[C@@H]21 | 1% | i | 0.7 | -0.8 | 49
Cc1c(NC(=S)NC(=O)c2ccc(Cl)cc2)c(=O)n(-c2ccccc2)n1C | 7% | i | 0.5 | 0.7 | 51
O=C(CSc1ccccc1F)Nc1ccc(N2CCOCC2)cc1 | 5% | i | 1.0 | -2.1 | 57
COCCn1cnnc1SCC(=O)Nc1cc(C)on1 | 0% | i | 0.7 | -0.7 | 50
COc1cc(OC)c2c(c1)OC(=O)CC2c1cc(OC)c(OC)c(OC)c1 (stereo not drawn) | 5% | i | 2.4 | 1.1 | 51
O=S(=O)(NCCN1CCOCC1)c1ccc2ccccc2c1 | 2% | i | 1.0 | -1.2 | 49
Cc1c(NC(=O)C(C)Sc2nc(N)cc(=O)[nH]2)c(=O)n(-c2ccccc2)n1C (stereo not drawn) | 0% | i | 1.1 | -0.9 | 76
O=C(COC(=O)c1ccc(Br)o1)Nc1ncc([N+](=O)[O-])s1 | 15% | i | 0.1 | 0.4 | 44
COc1ccc(NC(=O)c2ccc(Cl)c(S(=O)(=O)N3CC(C)OC(C)C3)c2)cn1 (stereo not drawn) | -1% | i | 0.7 | 1.1 | 68
CC(NC(=O)COc1ccccc1)C(=O)NCc1ccc(S(N)(=O)=O)cc1 (stereo not drawn) | 3% | i | 1.5 | 1.7 | 56
CC(C)c1ccc(S(=O)(=O)N2CCN(C(=O)C3=COCCO3)CC2)cc1 | 5% | i | 0.3 | -1.9 | 50
COc1ccc(-c2noc(CCC(=O)N3CCN(c4ccccc4)CC3)n2)cc1 | 9% | i | 0.4 | 3.6 | 70
C1=CC2=NC34CCCCC3CC3=C(CCCC3)N4C2=CC1=NC1CCCCC1 (stereo not drawn) | 11% | i | 0.1 | 31 | 54

Some of these compounds in order of their number in Myeloid diff 2 GFP+ MAC1+ %, low to high:
smiles	Myeloid diff 2 GFP+ MAC1+ %
O=C(CSc1ccccc1F)Nc1ccc(N2CCOCC2)cc1	1.0
Cc1c(NC(=O)C(C)Sc2nc(N)cc(=O)[nH]2)c(=O)n(-c2ccccc2)n1C (stereo not drawn)	1.1
COc1cc(OC)c2c(c1)OC(=O)CC2c1cc(OC)c(OC)c(OC)c1 (stereo not drawn)	2.4

Following part
SMILES | Rac1 GTP hydrolysis | Myeloid diff 2 | Myeloid diff 2 GFP+ MAC1+ % | NTR1 agonist | NTR1 agonist cell count 20 µM
CC(OC(=O)c1n[nH]c2ccccc12)C(=O)Nc1ccccc1[N+](=O)[O-] (stereo not drawn) | 2% | i | 0.5 | -0.7 | 45
COc1cc(C(=O)Nc2cc(C)ccc2C)ccc1OCc1c(C)noc1C | 1% | i | 0.9 | 1.8 | 39
O=C(CN1C(=O)C(=O)N(C2CCCC2)C1=O)Nc1ccc(OC(F)F)cc1 | 3% | i | 0.2 | 0.8 | 78
CCOc1ccc(NC(=O)CN(C)C(=O)CN2C(=O)c3ccc([N+](=O)[O-])cc3C2=O)cc1OCC | 6% | i | 1.4 | 0.2 | 79
COCCCNC(=O)c1cc(S(=O)(=O)NCCCN2CCCC2=O)ccc1Cl | 4% | i | 1.2 | -0.1 | 57
COc1ccc(CCNC(=O)c2cccnc2Cl)cc1OC | -7% | i | 0.7 | 0.8 | 49
O=C(COc1ccc(F)cc1Br)NCCCN1CCCC1=O | 3% | i | 0.9 | -2.2 | 58
COc1ccc(C2=NOC(Cn3nc(-c4ccccc4C)cc3C(=O)O)C2)cc1 (stereo not drawn) | -10% | i | 0.7 | 3.0 | 43
Clc1ccc(-c2ccccc2)cn1 | 4% | i | 1.8 | 1.8 | 55
NC1(C#Cc2ccc3oc(=O)c(-n4cc(-c5ccsc5)nn4)cc3c2)CCCCC1 | 3% | i | 0.3 | 6.8 | 52
O=C(NC1(C(F)(F)F)C(=O)Nc2c1c(=O)[nH]c(=O)n2-c1ccccc1)c1ccncc1 (stereo not drawn) | 4% | i | 0.6 | 1.5 | 69
Cc1ccc(NC(=O)CN(C)C(=O)c2ccccn2)cc1 | 2% | i | 0.9 | 1.2 | 61
COc1ccc(OC)c(/C=N/NC(=O)c2ccc[n+](CC(=O)c3ccccc3)c2)c1 | 0% | i | 0.4 | 1.7 | 64
CC(C)(C)c1ccc(OCC(=O)N2CCN(c3ccccn3)CC2)cc1 | 5% | i | 0.6 | -1.1 | 67
COC(=O)[C@@]1(Cc2ccccc2)[C@H]2C(=O)N(Cc3ccccc3)C(=O)[C@H]2[C@H]2CN=C(SCc3ccccc3)N21 | 11% | i | 0.3 | 3.5 | 58

No new results follow: 7 of the compounds above.
SMILES | Rac1 GTP hydrolysis | Myeloid diff 2 | Myeloid diff 2 GFP+ MAC1+ % | NTR1 agonist | NTR1 agonist cell count 20 µM
CC(OC(=O)c1n[nH]c2ccccc12)C(=O)Nc1ccccc1[N+](=O)[O-] (stereo not drawn) | 2% | i | 0.5 | -0.7 | 45
COc1cc(C(=O)Nc2cc(C)ccc2C)ccc1OCc1c(C)noc1C | 1% | i | 0.9 | 1.8 | 39
O=C(CN1C(=O)C(=O)N(C2CCCC2)C1=O)Nc1ccc(OC(F)F)cc1 | 3% | i | 0.2 | 0.8 | 78
CCOc1ccc(NC(=O)CN(C)C(=O)CN2C(=O)c3ccc([N+](=O)[O-])cc3C2=O)cc1OCC | 6% | i | 1.4 | 0.2 | 79
COCCCNC(=O)c1cc(S(=O)(=O)NCCCN2CCCC2=O)ccc1Cl | 4% | i | 1.2 | -0.1 | 57
COc1ccc(CCNC(=O)c2cccnc2Cl)cc1OC | -7% | i | 0.7 | 0.8 | 49
O=C(COc1ccc(F)cc1Br)NCCCN1CCCC1=O | 3% | i | 0.9 | -2.2 | 58

Continuation.
SMILES | Rac1 GTP hydrolysis | Myeloid diff 2 | Myeloid diff 2 GFP+ MAC1+ % | NTR1 agonist | NTR1 agonist cell count 20 µM
COc1ccccc1CNC(=O)CN1C(=O)NC(c2ccccc2)(c2ccccc2)C1=O | -2% | i | 0.3 | 1.6 | 60
CCCCc1c(C)nc2ccc(OC)cc2c1SCCC(=O)O | -15% | i | 0.2 | -0.6 | 60
Cc1cc(OCC(=O)OCC(=O)NCc2cccs2)ccc1Cl | 3% | i | 0.5 | -1.2 | 51
COc1ccc(CCNC(=O)c2ccc(S(=O)(=O)N3CCCCC3)cc2)cc1 | 15% | i | 0.8 | 4.0 | 49
O=C(NC1CC1)C1CCN(S(=O)(=O)c2ccc(Cl)c([N+](=O)[O-])c2)CC1 | 2% | i | 2.7 | 0.1 | 38
CCCCC[C@@H]1C=C(C(=O)O)[C@H](c2ccc(F)cc2)N1S(=O)(=O)c1ccc(C)cc1 | 9% | i | 0.7 | 5.3 | 70
Nc1ncnc2c1ncn2[C@@H]1O[C@H](CNCc2ccccc2OCc2ccc(Cl)cc2Cl)[C@@H](O)[C@H]1O | 7% | i | 0.3 | 1.3 | 50
Cc1cc(F)ccc1NC(=O)Cn1c(C)csc1=O | 0% | i | 0.7 | 0.6 | 79
CC(=O)NC(c1cc(F)c2cccnc2c1O)C1CC1 (stereo not drawn) | 14% | i | 0.5 | 0.8 | 46
CCCN(CC(=O)Nc1ccccc1C)C(=O)COc1c(C)cccc1C | 5% | i | 0.2 | 0.1 | 81
CCCCN(C(=O)C1CCN(C(=O)c2ccccc2C)CC1)c1c(N)n(CCC)c(=O)[nH]c1=O | 4% | i | 1.2 | 0.8 | 72
COc1cccc(NC(=O)CN(C)C(=O)c2cc(-c3ccccc3)nn2-c2ccccc2)c1 | 4% | i | 1.4 | 1.2 | 48
Cc1cc(NC(=O)COC(=O)c2ccccc2Cl)no1 | 7% | i | 1.5 | -2.6 | 57
O=C(NCCOc1ccccc1)C1=CC=CN2CCS(=O)(=O)N=C12 | 5% | i | 0.3 | -1.2 | 56
Cc1cc(NC(=O)c2cc(S(=O)(=O)N3CCCCC3)ccc2C)no1 | 1% | i | 1.1 | -0.1 | 61
CC1CCCC(NC(=O)COC(=O)/C=C/c2ccco2)C1C (stereo not drawn) | 3% | i | 0.5 | 1.8 | 62
CC(Sc1ccccc1F)C(=O)Nc1ccc2c(c1)OCCO2 (stereo not drawn) | 4% | i | 0.1 | -1.9 | 67
CC(=O)N1CCN(S(=O)(=O)c2cccc(C(=O)NC3CC3)c2)CC1 | 1% | i | 0.4 | -2.4 | 53
COc1ccc(OC)c(/C=C/C(=O)OCC(=O)N2CCCC2)c1 | 4% | i | 0.4 | 1.1 | 89
COC(=O)c1c(-c2ccccc2OC)sc2ccccc12 | 5% | i | 1.4 | 1.4 | 70
CC1CCCCC12NC(=O)N(CC(=O)Nc1ccc3c(c1)OCCCO3)C2=O (stereo not drawn) | 2% | i | 1.5 | -0.2 | 56
Cc1ccc([C@H]2C(C(=O)O)=CC[C@@H](c3ccc(Cl)cc3)N2S(=O)(=O)c2ccc(C)cc2)cc1 | -5% | i | 1.0 | 10 | 47
CN(CC(=O)Nc1ccc(F)cc1)C(=O)COC(=O)c1cccc(N(C)C)c1 | -1% | i | 0.4 | 0.3 | 52
CC(C)CN(C(=O)c1cc(Cl)nc2ccccc12)C1CCS(=O)(=O)C1 (stereo not drawn) | 3% | i | 0.9 | 0.4 | 69
C=CCOC(=O)C1=C[C@@H](c2ccc(C(F)(F)F)cc2)C[C@@H](OCc2ccc(CO)cc2)O1 | 1% | i | 1.8 | 6.5 | 81
CCOC(=O)[C@H]1[C@H]2COc3ccc(OC)cc3[C@@H]2N2C(=O)CN(Cc3ccc(Cl)cc3)C(=O)[C@@]12C | 0% | i | 0.5 | 0.0 | 60
Cn1c(SCc2ccc(F)cc2Cl)nc2ccccc2c1=O | 4% | i | 0.9 | 16 | 55
COc1ccc(S(=O)(=O)N2CCOCC2)cc1C(=O)NCc1ccccc1CN1CCCC1 | 1% | i | 0.6 | -1.6 | 57
COc1ccc(C)cc1NC(=O)CO/N=C(\N)CC(=O)Nc1ccccc1OC | 3% | i | 0.3 | -0.3 | 69
O=C1C=C(c2ccc(-c3ccccc3)cc2)C[C@@H](c2ccc(Cl)cc2)C1 | 4% | i | 6.4 | 0.9 | 49
O=C(Cn1ccnc1)c1ccc(O)c(O)c1 | 11% | i | 4.0 | -1.2 | 68
COc1ccc(C2=CC(=O)C[C@H](c3ccc(F)cc3)C2)cc1F | 4% | i | 0.9 | 5.9 | 56
